CCT modulator: cytosolic chaperonin activity modulation; purified chaperonin ATPase assay, HTRF ADP detection, 30 min; actives 0.3% (n = 360,000); activity change, % (concentration not given with the values), hits read low; in the data active = activity change below about -30%; note: % is set by controls: 0 for no effect and ±100 for the full control effect
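We incubate TRiC, 40 or 20 nM final, with library compounds at 76 uM and 10 uM ATP for 30 min at 37 °C. ADP formed is detected with Transcreener HTRF reagents after 30 min at room temperature.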
PLK1 PBD block: PLK1 (human) polo-box domain binding inhibition; P53350; Plk1 PBD binding of FITC phosphopeptide, fluorescence polarization; Potency, µM, without a hit: max response, negative = inhibition, hits mostly inhibitors; actives 2.8% (n = 360,000); AID 720504; note: potency is the fitted concentration of half-maximal effect; series mostly up to about 57 µM; % is set by controls: 0 for no effect and ±100 for the full control effect; nearly all actives have a fitted effect of over 65% in size
Target sequence (P53350 whole entry, looked up, the tested form may be a part): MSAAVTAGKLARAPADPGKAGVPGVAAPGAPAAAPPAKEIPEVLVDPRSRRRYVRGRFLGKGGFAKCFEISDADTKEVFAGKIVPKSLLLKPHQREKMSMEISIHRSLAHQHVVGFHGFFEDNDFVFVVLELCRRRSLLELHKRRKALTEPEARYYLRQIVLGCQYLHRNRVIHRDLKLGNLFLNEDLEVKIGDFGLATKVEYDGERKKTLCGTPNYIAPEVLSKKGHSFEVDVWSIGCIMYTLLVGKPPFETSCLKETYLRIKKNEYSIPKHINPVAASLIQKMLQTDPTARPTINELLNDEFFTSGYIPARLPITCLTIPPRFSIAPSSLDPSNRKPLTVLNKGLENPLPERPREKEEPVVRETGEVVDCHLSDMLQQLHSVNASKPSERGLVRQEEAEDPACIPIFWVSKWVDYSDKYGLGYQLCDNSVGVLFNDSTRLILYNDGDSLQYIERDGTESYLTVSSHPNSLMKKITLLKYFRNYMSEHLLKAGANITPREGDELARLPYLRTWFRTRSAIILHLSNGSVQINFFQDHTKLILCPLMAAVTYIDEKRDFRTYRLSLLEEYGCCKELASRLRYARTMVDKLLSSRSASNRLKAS
EPAC2 agonist: activates human EPAC2 exchange factor. EPAC2 activation, biochemical qHTS; response scale: 100% = 6.5 mM cAMP response. Potency, µM (titrated, usually from 154 µM), inactives show at the highest dose activation, actives largely listed as activators. actives 0.079% (n = 360,000). AID 720711; note: potency is the fitted concentration of half-maximal effect; nearly all actives have a fitted effect of over 50% in size
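Fluorescence exchange assay: 100 nM EPAC2 with 250 nM RAP1B-BODIPY-GDP and 50 uM GDP; compounds tested as a concentration-titration series (qHTS). Loss of Rap1-bound BODIPY-GDP fluorescence read at 480/540 nm; data normalized to 6.5 mM cAMP.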
PI5P4Ka inh: inhibitors of human PI5P4K alpha | AID 652105 | max response, % | PI5P4Kalpha enzyme, ADP-Glo luminescence, 60 min; hits give low values | P48426 | actives 1.2% (n = 330,000); active = max response of -50% or lower; inconclusive = between -30% and -50%; inactive = -30% or higher; note: value at the top dose of about 77 µM; % is set by controls: 0 for no effect and ±100 for the full control effect
Target sequence (P48426 whole entry, looked up): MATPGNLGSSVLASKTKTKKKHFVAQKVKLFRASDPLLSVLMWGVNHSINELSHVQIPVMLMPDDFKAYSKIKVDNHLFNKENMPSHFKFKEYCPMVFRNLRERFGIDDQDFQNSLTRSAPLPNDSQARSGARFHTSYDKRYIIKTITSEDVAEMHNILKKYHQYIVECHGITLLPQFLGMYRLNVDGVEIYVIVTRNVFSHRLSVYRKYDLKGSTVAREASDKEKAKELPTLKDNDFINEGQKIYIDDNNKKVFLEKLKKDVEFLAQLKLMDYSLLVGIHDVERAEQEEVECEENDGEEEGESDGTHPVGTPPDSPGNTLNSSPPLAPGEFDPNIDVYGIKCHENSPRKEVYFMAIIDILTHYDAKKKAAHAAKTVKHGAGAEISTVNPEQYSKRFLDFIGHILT
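Controls without substrate or without enzyme flank wells where PI5P4Kalpha converts substrate using 5 microM ATP (final). Incubation lasts 60 minutes at room temperature; ADP formed is read by ADP-Glo luminescence.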
WRN helicase inh: inhibitors of human WRN helicase | WRN helicase unwinding, fluorescent forked duplex, kinetic | Potency, µM (doses to about 114 µM), for the others: at the highest dose activity change, negative = inhibition, actives largely listed as inhibitors | AID 651768 | actives 0.46% (n = 360,000); note: potency is the fitted concentration of half-maximal effect; % is set by controls: 0 for no effect and ±100 for the full control effect; nearly all actives have a fitted effect of over 55% in size
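Enzyme (20 nM final) and test compound sit together 15 min at room temperature before substrate addition. Substrate is a single-forked duplex oligonucleotide (100 nM) labelled with fluorophore and quencher, with 2 mM ATP; helicase unwinding raises red fluorescence, read kinetically.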
EPAC1 ag: agonists of human EPAC1 | O95398 | EPAC1 agonist qHTS, biochemical assay; response scale: 100% = response to 6.5 mM cAMP | Potency, µM (highest dose often 154 µM), for inactives: top-dose activation, hits mostly activators | actives 0.073% (n = 360,000); note: potency is the fitted concentration of half-maximal effect; nearly all actives have a fitted effect of over 60% in size
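Fluorescent GDP-exchange assay: 100 nM EPAC1 with 250 nM Rap1B preloaded with BODIPY-GDP and 50 uM GDP; compounds tested as concentration series, 5 min at room temperature, then read every 5 min for 30 min (ex 480/em 540 nm); normalized to 6.5 mM cAMP.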
EPAC1 antag: blocks human EPAC1 exchange factor. EPAC1 GEF assay, Rap1b-BODIPY-GDP exchange fluorescence. Potency, µM (series often up to 115 µM), without a hit: at the highest dose activity change, negative = inhibition, usual class: inhibitors. AID 720709. O95398. actives 0.14% (n = 360,000);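 note: potency is the fitted concentration of half-maximal effect; plate controls were vehicle for no effect and positive control for full effect; nearly all actives have a fitted effect of over 50% in size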
IL2 activator: activates IL-2 in a cell-based reporter assay; IL-2 activation reporter assay, cell-based qHTS; stimulated with anti-CD3/CD4/CD28 beads; in transgenic mouse T cells; activation, % (series mostly up to about 46 µM); actives 0.065% (n = 360,000); in the data active = activation above about 50%; inconclusive = mostly about 30% to 49%; note: 0% is about no effect
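First, unstimulated transgenic mouse T cells were exposed to compound for 60 min. Next, anti-CD3/anti-CD4-coated beads with anti-CD28 were added. Finally, after 18 h at 37 degrees C, EGFP and DsRed were imaged.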
* marks the source's active call; other numbers are inactive results; ? = inconclusive; · = no result given; [ ] = remark or other dose. Unless noted, calls come from the whole dose curve; as a rule, active = well fitted curve in the direction sought with a large enough effect; inconclusive = small, poorly fitted or top-dose-only effect, or another doubt; inactive = no such curve, though single readings can be large; an effect the other way counts as inactive or inconclusive.

no. | compound | CCT modulator | PLK1 PBD block | EPAC2 agonist | PI5P4Ka inh
1 | COc1ccc(OCCCC(=O)ON=C(N)c2ccccc2Cl)cc1 | 0.3 | 3% | 0% | 1
2 | CCOC(=O)c1c(CN(C)C)n(-c2ccc(C)cc2)c2cc(Br)c(O)cc12 | 0.1 | -4% | 1% | -4
3 | S=C(NCC1CCCO1)N1CCN(Cc2ccccc2Cl)CC1 (stereo unspecified) | -0.7 | 5% | 2% | 1
4 | CCCCCCCCN1C(=O)[C@H](CC(=O)N2CCC(c3ccccc3)CC2)C[C@@]2(C(=O)OC)CCCCC=C12 | 0.6 | -5% | -1% | 11
5 | O=C(/C=C/c1ccccc1)Nc1scc(-c2ccccc2)c1C(=O)O | -0.1 | -14% | 8% | ?
6 | CC(C)(C)c1ccc(C(=O)N2CCC2(C)C(=O)NCC(F)(F)F)cc1 (stereo unspecified) | 0.0 | -2% | 1% | 9
7 | CCc1ccc(NC(=O)Cn2cc([N+](=O)[O-])nc2C)cc1 | 0.7 | -2% | 0% | 4
8 | CCN=C1S/C(=C\c2cc(Br)ccc2OCC(=O)OCC)C(=O)N1CC | -1.3 | 1% | -4% | 25
9 | C/C(CC(=O)Nc1ccc(N(C)C)cc1)=N\NC(=O)c1ccccc1F | 1.8 | -3% | 9% | 1
10 | Cc1cc(C)cc(N=Cc2ccc([N+](=O)[O-])s2)c1 | 0.7 | -5% | 6% | -4
11 | O=C1NC(c2ccccc2)=NC1(NS(=O)(=O)c1ccccc1)C(F)(F)F (stereo unspecified) | -1.1 | -8% | 11% | ·
12 | CCOc1ccc(-n2nc(C(=O)N3CCN(CC)CC3)c3ccccc3c2=O)cc1 | -0.7 | -4% | 2% | ·
13 | CCOC(=O)C1=C(CSc2nc(C)ccc2C#N)OC(N)=C(C#N)C1c1cccc(OC)c1OC (stereo unspecified) | -0.9 | 21µM* | 14% | 6
14 | Cc1ccc(NC(=O)NC(=O)c2cnccc2C(F)(F)F)c(C)c1 | -1.2 | -5% | 4% | 11
15 | COc1ccc(CCNC(=O)CCCn2ncn3c(cc4occc43)c2=O)c(OC)c1 | -2.5 | 4% | -2% | -2

no. | WRN helicase inh | EPAC1 ag | EPAC1 antag | IL2 activator
1 | 4% | 8% | 17% | -0.5
2 | -10% | -3% | -12% | -1.2
3 | 2% | -18% | 3% | -3.2
4 | 0% | -18% | -3% | -1.0
5 | -9% | 7% | 0% | 5.3
6 | -1% | -10% | -10% | 0.1
7 | -13% | 1% | 13% | 0.1
8 | -1% | 5% | 3% | 0.3
9 | -2% | 6% | 4% | -0.1
10 | -2%[11.6 µM] | 0% | ? | -1.9
11 | 1% | 7% | -3% | 3.9
12 | -6% | -8% | 13% | -1.7
13 | -16% | 21% | -9% | -0.3
14 | 2% | 2% | 9% | -1.2
15 | 0%[57.1 µM] | -13% | -5% | -2.9

One compound at a time (already shown):
Shown for CCN=C1S/C(=C\c2cc(Br)ccc2OCC(=O)OCC)C(=O)N1CC = CCT modulator: -1.3; PLK1 PBD block: 1%; EPAC2 agonist: -4%; PI5P4Ka inh: 25; WRN helicase inh: -1%; EPAC1 ag: 5%; EPAC1 antag: 3%; IL2 activator: 0.3
Shown for Cc1ccc(NC(=O)NC(=O)c2cnccc2C(F)(F)F)c(C)c1 = CCT modulator: -1.2; PLK1 PBD block: -5%; EPAC2 agonist: 4%; PI5P4Ka inh: 11; WRN helicase inh: 2%; EPAC1 ag: 2%; EPAC1 antag: 9%; IL2 activator: -1.2
Shown for Cc1cc(C)cc(N=Cc2ccc([N+](=O)[O-])s2)c1 = CCT modulator: 0.7; PLK1 PBD block: -5%; EPAC2 agonist: 6%; PI5P4Ka inh: -4; WRN helicase inh: -2%[11.6 µM]; EPAC1 ag: 0%; EPAC1 antag: ?; IL2 activator: -1.9

Continued.
no. | compound | CCT modulator | PLK1 PBD block | EPAC2 agonist | PI5P4Ka inh
16 | CC(=O)Nc1ccc(Oc2cc(NC(C)=O)cc([N+](=O)[O-])c2)cc1 | -0.6 | 7.5µM* | -4% | ?
17 | Cc1ccc(C(=O)C(C)OC(=O)C2CC(=O)N(C3CCCCC3)C2)cc1 (stereo unspecified) | -3.7 | -6% | 6% | 2
18 | O=C(COC(=O)Cc1ccc(Cl)cc1Cl)Nc1ccccc1OC(F)F | -2.5 | 7% | 0% | 4
19 | COc1ccc(CCC(=O)NC2CCC(C)CC2)cc1 (stereo unspecified) | -3.2 | -13% | 7% | -1
20 | CCc1nc(C)cn1S(=O)(=O)c1cc(Cl)c(OC)cc1Cl | 3.0 | 1% | 8% | ·
21 | CCOc1ccccc1NC(=O)NC1CCN(CC(=O)Nc2ccc3c(c2)OCCO3)CC1 | -0.9 | 4% | -3% | ·
22 | O=C(Nc1cccc2ccccc12)c1cccc(F)c1 | 1.0 | -10% | 7% | -1
23 | O=C(Nc1sc2c(c1C(=O)NCc1cccnc1)CCCC2)c1ccco1 | 0.3 | -12% | 8% | ·
24 | Cc1nc2ccc(NC(=O)C3COc4ccccc4O3)cc2s1 (stereo unspecified) | 1.0 | -6% | 12% | 3
25 | O=C1CCN(c2ccc([N+](=O)[O-])cc2F)CC1 | -1.1 | -10% | 0% | -2
26 | COCCNc1nnc(Cc2ccc(Cl)cc2)c(=O)[nH]1 | -0.3 | -10% | 8% | 7
27 | O=C(CN(Cc1ccc(Cl)cc1)C(=O)CN1C(=O)COc2ccccc21)NC1CCCC1 | -1.4 | -5% | 7% | -2
28 | COc1ccc(N2CCN(C(=O)c3c(-c4c(F)cccc4Cl)noc3C)CC2)cc1 | -2.0 | 1% | 2% | 2
29 | O=C(NCc1ccco1)c1cc([N+](=O)[O-])ccc1N1CCCCC1 | -1.8 | 24µM* | 5% | -26
30 | OCC1CCCN(C(=S)Nc2ccc(Nc3ccccc3)cc2)C1 (stereo unspecified) | 0.1 | -25% | 12% | -4

no. | WRN helicase inh | EPAC1 ag | EPAC1 antag | IL2 activator
16 | ? | 10% | 3% | -0.4
17 | 0% | 0% | -20% | -1.1
18 | -20%[57.1 µM] | -1% | -5% | 0.9
19 | 5% | 9% | 2% | -0.8
20 | 0% | 3% | 14% | -0.7
21 | -8% | 11% | -3% | 0.0
22 | 0% | 7% | 5% | 0.4
23 | -13% | 7% | 17% | -0.2
24 | 0% | 9% | 0% | -0.7
25 | -28% | 6% | 9% | -4.0
26 | -9% | -8% | ? | -0.9
27 | 1% | 2% | -16% | -0.5
28 | -20% | 4% | -8% | -3.9
29 | 4% | 16% | -6% | -3.7
30 | 7% | -4% | 3% | -4.8

Other compounds:
no. | compound | CCT modulator | PLK1 PBD block | EPAC2 agonist | PI5P4Ka inh
31 | CN(C)CCn1c2c(c(SCC(=O)Nc3ccccc3C(F)(F)F)nc1=O)CCCC2 | -8.7 | 0% | 7% | -5
32 | COc1ccc(CCNCC(O)Cn2c3ccccc3c3ccccc32)cc1OC (stereo unspecified) | -1.9 | 7% | 8% | 11
33 | Cc1ccc(S(=O)(=O)N2CCN(CC(=O)N/N=C\c3ccc(O)c(O)c3)CC2)cc1 | -1.5 | 1% | 8% | 1
34 | Cc1ccc(NC(=S)NCc2ccc3c(c2)OCO3)cc1C | -1.2 | -4% | 16% | 0
35 | CCOc1ccc(NC(=O)C2CCN(S(=O)(=O)c3ccc4c(c3)N(C(C)=O)CCO4)CC2)cc1 | 1.2 | 3% | 0% | -1
36 | CC1CN(C(=O)CS(=O)(=O)Cc2ccccc2)CC(C)O1 (stereo unspecified) | -0.6 | -3% | 6% | -3
37 | CCOC(=O)C1CCCN(c2nnnn2-c2ccccc2)C1 (stereo unspecified) | -0.3 | -3% | 0% | 7
38 | OC(c1ccc(Cl)c(Cl)c1)c1ncc(-c2ccccc2Cl)[nH]1 (stereo unspecified) | -0.2 | 3% | 27% | 14
39 | CCc1cccc(N(C(=O)c2csnn2)C(C(=O)NC(C)(C)C)c2ccccn2)c1 (stereo unspecified) | -4.9 | -10% | 11% | 2
40 | Cc1ccc(OCCSc2nnc(NC(=O)c3ccco3)s2)cc1 | 0.5 | 2% | -1% | 1
41 | CCOC(=O)N1CCN(C(=O)Cn2nc(C)n3nc(-c4ccccc4)cc3c2=O)CC1 | -1.8 | -11% | 13% | 4
42 | Cc1ccccc1NC(=O)CC(O)(C(F)(F)F)C(F)(F)F | -3.4 | -12% | 0% | -2
43 | C=CCCc1ccc(C#N)c(SCc2c(C(=O)OCC)c3cc(OC(C)=O)c(Br)cc3n2C)n1 | 2.2 | -14% | -3% | 1
44 | Cc1ccc(S(=O)(=O)N(C)Cc2ccc(C(=O)NN=C3C4CC5CC(C4)CC3C5)cc2)cc1 | -0.8 | -5% | 16% | 1
45 | COC(=O)[C@]12CCCCC=C1N(Cc1ccco1)C(=O)[C@H](CC(=O)N1CCOCC1)C2 | 1.1 | 2% | -3% | -1
46 | COc1ccccc1NC(=O)Cn1c(=O)n2nc(C)nc2c2ccccc21 | 0.4 | -13% | 16% | 0
47 | O=C(O)C1=C[C@@H](c2ccc(Br)cc2)C[C@@H](OCCCCO)O1 | -0.2 | -1% | 0% | -5
48 | CCOc1c2ccc(C(=O)NCc3cc(C(F)(F)F)cc(C(F)(F)F)c3)cc2nn1C | -0.7 | -3% | -9% | 9

no. | WRN helicase inh | EPAC1 ag | EPAC1 antag | IL2 activator
31 | 0% | ? | 0% | -0.4
32 | -10% | -2% | -2% | -0.9
33 | -6% | -2% | 2% | -0.8
34 | -15%[57.1 µM] | 17% | -23% | 3.2
35 | -2% | 5% | 2% | 0.7
36 | -1% | -3% | -3% | 0.8
37 | 0% | 0% | 0% | -1.5
38 | -7% | -8% | -13% | 0.1
39 | -26% | -7% | -9% | 5.4
40 | 2% | 1% | 12% | -2.0
41 | -2% | 3% | -1% | -1.7
42 | 4% | -6% | 12% | -0.4
43 | 3% | -5% | 14% | -1.6
44 | -10% | -7% | 3% | 0.5
45 | 13% | 1% | 5% | -0.3
46 | 4% | -9% | -3% | -2.5
47 | 1% | -10% | -1% | 1.4
48 | -8% | -21% | -2% | -2.6

Entries from the list above that contain an NH in an aromatic ring (2):
no. | compound | CCT modulator | PLK1 PBD block | EPAC2 agonist | PI5P4Ka inh
26 | COCCNc1nnc(Cc2ccc(Cl)cc2)c(=O)[nH]1 | -0.3 | -10% | 8% | 7
38 | OC(c1ccc(Cl)c(Cl)c1)c1ncc(-c2ccccc2Cl)[nH]1 (stereo unspecified) | -0.2 | 3% | 27% | 14

no. | WRN helicase inh | EPAC1 ag | EPAC1 antag | IL2 activator
26 | -9% | -8% | ? | -0.9
38 | -7% | -8% | -13% | 0.1

Screening data from PubChem.

This is a subset; count on the stated rates, not on these rows.
